Screening results deposited in PubChem by several laboratories.
SUMO Mot1 rescue: inhibitors of SUMOylation pathway: yeast Mot1-301 growth rescue; S. cerevisiae Mot1-301 growth rescue, ATP luminescence, 38.5C; percent above DMSO median, 100 means doubled; growth rescue, % at 18.8 µM; 1% of 320,000 active;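 active = every valid replicate shows activation above 250% relative to neutral control wells; inactive = the rest, any valid replicate at or below 250%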;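 note: OY570 slx delta 5 strain wells were the positive control but not used for scaling; some compounds called inactive have numbers as strong as hits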
phage Ecoli inh: E. coli growth loss with phage present | 0.26% of 360,000 active | inhibition, % at 11.9 µM | growth absorbance | AID 651602; in the data active = inhibition above about 11%
PKA-R1A activ: activates the PKA-R1A holoenzyme complex; activation, % at 11.4 µM; P00514+P68181; AID 504707; PKA-R1A dissociation, Cy5-IP20 fluorescence polarization; scaled: DMSO 0%, 113 µM cGMP 100%; 0.083% of 340,000 active;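 active = percent activation above the mean of all tested compounds plus 3 SD, cut at about 19% in these data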;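 note: higher means more PKAc released from R1A so a rise in polarization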
PKA-R2B act: activators of human PKA-R2B complex | PKA-R2B holoenzyme dissociation, Cy5-IP20 fluorescence polarization; R2B truncated from residue 108, S112A mutant; 0% DMSO only, 100% 113 µM cGMP | AID 504700 | activation, % at 11.4 µM | 0.079% of 340,000 active;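 active = activation above a cutoff set at the mean over all compounds plus 3 SD, cut at about 18% in these data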;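 note: higher means more holoenzyme dissociation and a rise in polarization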
HTR5A inv ctr: counter-screen for OPRM1-OPRD1 inverse agonists: human HTR5A inverse agonism. P47898. HTR5A cell line, luminescence. inhibition, % at 9.3 µM. 0.083% of 340,000 active. AID 504634; in the data active = inhibition mostly above about 23%, no sharp cut-off; inactive = mostly below about 18%;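 note: 0% = cells with DMSO and 100% = no-cell wells with DMSO; some compounds called inactive have numbers as strong as hits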
Target sequence (P47898 whole entry, looked up): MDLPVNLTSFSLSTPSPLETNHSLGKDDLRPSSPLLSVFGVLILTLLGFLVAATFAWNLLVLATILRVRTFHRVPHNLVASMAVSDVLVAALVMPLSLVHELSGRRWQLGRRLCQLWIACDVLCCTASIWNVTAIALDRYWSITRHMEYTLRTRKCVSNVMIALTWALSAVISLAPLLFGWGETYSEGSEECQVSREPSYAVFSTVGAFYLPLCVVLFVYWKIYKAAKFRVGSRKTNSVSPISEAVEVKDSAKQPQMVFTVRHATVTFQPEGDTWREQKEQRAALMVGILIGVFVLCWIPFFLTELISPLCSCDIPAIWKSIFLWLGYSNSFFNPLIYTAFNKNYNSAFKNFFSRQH
E coli growth: reduces bacterial viability in AddAB counter-screen. E. coli V3065 growth, OD600 absorbance, 18 h. inhibition, % at 11.9 µM. 0.27% of 330,000 active. AID 449728;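 active = inhibition above the campaign's mean inhibition across all tested compounds plus 3 SD, cut at about 9.9% in these data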;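 note: uninfected addAB+ strain grown without phage in ampicillin broth; 0% = DMSO wells and 100% = ciprofloxacin 0.95 µg/ml wells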
Tat transport: inhibitors of E. coli Tat protein transport; E. coli MC4100 TorA-mCherry Tat export, fluorescence; inhibition, % at 10 µM; 0.036% of 340,000 active;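 active = mean replicate inhibition at least 50% and at least half of replicates individually reaching 50%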;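 note: exported cargo escapes ClpAP degradation while cytoplasmic cargo is degraded and loses fluorescence; 0% = median of neutral control wells and 100% = median of NaSCN control wells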
HTR5A ag: HTR5A agonism, opioid heterodimer counter-screen; P47898; activation, % at 9.3 µM; AID 504692; 0.61% of 340,000 active; HTR5A agonist assay, luminescence, cell-based; in the data active = activation mostly above about 9.5%, no sharp cut-off; inactive = mostly below about 7.6%;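 note: 0% = cells with vehicle only and 100% = reference agonist; strong numbers were not always called active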
DAGLB inhibitor: diacylglycerol lipase beta (human) inhibition; Q8NCG7; inhibition, % at 5.17 µM; HEK293T DAGLB membrane lysate, EnzChek fluorogenic substrate; 0.059% of 340,000 active; AID 504411; in the data active = inhibition above about 34%;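 note: 0% = enzyme with vehicle and 100% = wells lacking enzyme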
Target sequence (Q8NCG7 whole entry, looked up): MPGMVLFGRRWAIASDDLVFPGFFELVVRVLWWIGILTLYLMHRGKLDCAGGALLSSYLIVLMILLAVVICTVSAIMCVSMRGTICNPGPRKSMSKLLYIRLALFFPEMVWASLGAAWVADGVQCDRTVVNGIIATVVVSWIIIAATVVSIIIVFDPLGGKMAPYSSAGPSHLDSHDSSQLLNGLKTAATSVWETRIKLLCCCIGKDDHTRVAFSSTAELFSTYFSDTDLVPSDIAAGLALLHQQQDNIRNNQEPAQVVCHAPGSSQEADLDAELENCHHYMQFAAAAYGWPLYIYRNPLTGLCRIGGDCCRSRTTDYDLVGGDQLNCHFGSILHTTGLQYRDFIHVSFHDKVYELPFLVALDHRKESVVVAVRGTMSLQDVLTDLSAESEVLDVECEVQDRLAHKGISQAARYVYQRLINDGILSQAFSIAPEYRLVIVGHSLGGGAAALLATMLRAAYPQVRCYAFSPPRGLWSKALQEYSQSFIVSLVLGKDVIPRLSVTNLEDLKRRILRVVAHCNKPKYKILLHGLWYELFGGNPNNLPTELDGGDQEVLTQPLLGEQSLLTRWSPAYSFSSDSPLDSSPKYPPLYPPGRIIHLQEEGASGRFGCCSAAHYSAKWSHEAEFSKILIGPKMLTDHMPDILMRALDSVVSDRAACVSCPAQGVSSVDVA
CDK5 p35 inh: inhibitors of human CDK5/p35 kinase; Q00535+Q15078; Recombinant CDK5/p35, ADP-Glo luminescence, 60 min; inhibition, % at 10 µM; 0.01% of 330,000 active;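 active = highest replicate inhibition of at least 50% and at least 75% of replicates reaching 50%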;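 note: plate controls were DMSO neutral control for no effect and GW8510 at 10 µM for full effect; many of its hits are not listed in these tables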
AddAB inh: less growth of phage-infected E. coli with AddAB; E. coli expressing H. pylori AddAB, absorbance growth; inhibition, % at 11.9 µM; 0.29% of 330,000 active; in the data active = inhibition above about 12%;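 note: 0% = vehicle wells of infected cells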
Starred values were filed as active, the others as inactive; x = not tested or not shown; + = active, no number.

SMILES,SUMO Mot1 rescue,phage Ecoli inh,PKA-R1A activ,PKA-R2B act,HTR5A inv ctr,E coli growth,Tat transport,HTR5A ag,DAGLB inhibitor,CDK5 p35 inh,AddAB inh
COc1ccc(C(=O)CSc2nc(SC)ns2)cc1OC,12,1.6,-11,-7,-14,-0.4,7,6,-9,-0.2,2.4
COc1cc2oc(-c3ccc(O)cc3)cc(=O)c2c(O)c1OC,52,1.3,4,-1,12,0.7,0,-4,-1,8.4,4.4
CC(C)(C)c1ccc(/C=C2\Oc3cc(OC(=O)N4CCOCC4)ccc3C2=O)cc1,55,1.4,-10,-12,4,-0.7,-4,3,-3,2.5,2.1
Nc1cc(=O)[nH]c(SCC(=O)Nc2ccc3c(c2)CCC3)n1,10,-0.6,-8,5,-2,1.9,7,1,2,-1.6,0.3
O=C(CSc1nnc(-c2ccc(Br)cc2)n1C1CCCCC1)N1CCCC1,-9,2.6,-11,3,-18,-1.5,4,4,2,-0.7,1.4
O=C(Cn1c(C2CC2)nc2ccccc2c1=O)Nc1ccc(Br)cc1,25,-1.9,-2,6,-1,-0.3,-8,0,-6,1.1,-1.6
O=C(Nc1ccc2oc(-c3ccccc3F)nc2c1)c1ccc2c(c1)OCCO2,17,-0.5,-6,-10,-3,-1.9,13,7,-3,-0.2,-0.4
CC(C)CCn1c(=O)c2ccccc2c2ccccc2c1=O,+,3.0,-3,10,21,-2.2,4,-10,-6,0.2,3.3
O=C(O)c1ccc(CNCc2cccc(Cl)c2)cc1,618,3.5,0,-12,0,-0.5,-2,0,-1,2.6,2.0
CCN(CC)S(=O)(=O)c1cccc(NC(=O)COc2ccc(F)cc2Br)c1,39,1.5,-4,-7,5,-0.8,3,-2,-6,-0.5,-2.2
CC1CC1C(=O)OCc1cc(=O)n2cc(Br)ccc2n1 (stereo not given),2,4.0,8,3,-11,-0.4,-3,-4,-1,-1.6,0.2
O=S(=O)(Cc1ccccc1)c1nc2ccccc2n1Cc1ccccn1,x,2.9,-10,0,-9,1.4,3,3,-3,1.1,-0.1
COc1cccc(CNS(=O)(=O)c2csc(C(N)=O)c2)c1,0,3.3,-3,7,0,-1.8,-5,4,-1,-0.1,-3.4
Cc1ccc(C(=O)Nc2nnc(S(=O)(=O)N3CCC(C)CC3)s2)cc1,-5,0.2,-3,-4,7,0.9,-2,1,3,0.1,1.6
CCCCN(C(=O)CCC(=O)Nc1cc(C)on1)C(C(=O)NC(C)(C)C)c1ccccc1Cl (stereo not given),-5,0.5,0,-1,-26,-1.3,0,-4,0,-1.5,0.7
O=C(Nc1cc(C(F)(F)F)ccc1N1CCCCC1)c1ccc(Br)o1,-16,3.1,8,-3,-9,-0.1,5,3,-3,-0.4,0.0
O=C(Nc1cccc(NC(=O)c2ccc(Br)cc2)c1)c1ccccc1,-2,0.9,6,-4,-32,-1.4,0,9,0,-0.2,-1.1
COC(=O)Cc1c[nH]c2ccc(OCC(O)CNC(C)C)cc12 (stereo not given),8,2.2,-4,0,-19,-1.6,-12,8,3,-2.1,2.9
O=C(NCC1CCCN(C(=O)CN2CCCCC2)C1)c1ccccc1Cl (stereo not given),12,4.2,2,0,2,-0.4,1,2,2,-0.2,0.1
Cc1ccccc1-c1nnc(SCc2ccccc2)o1,1,1.6,3,1,-9,-3.4,14,-1,-16,-0.6,1.6
CC(C)c1ccc(OCc2ccc(C(=O)N3CCN(c4ccccn4)CC3)cc2)cc1,37,3.6,1,-2,-9,3.5,21,0,-6,-1.8,1.4
CCOC(=O)c1ccc(NC(=O)NC2CC3CCC(C2)N3)cc1 (stereo not given),7,2.8,-2,-4,-21,0.9,-3,1,-1,-2.5,1.2
COc1ccccc1OCCNC(=O)CC(NC(C)=O)c1ccccc1 (stereo not given),-11,0.2,-2,5,-8,2.1,10,-1,0,-1.0,0.6
O=C1CCCN1CCCNC(=S)Nc1ccc(Br)cc1Cl,8,2.0,-3,-8,-33,0.1,-4,2,2,1.1,1.7
Cc1ccc(C)c(S(=O)(=O)N2CCN(CC(=O)N3CCc4ccccc4C3)CC2)c1,5,-5.5,1,-4,0,-1.6,3,0,-1,0.1,1.6
CCOC(=O)c1cnc(SCC(=O)N2CCN(C(=O)c3ccco3)CC2)nc1N,4,0.4,-3,-6,3,4.4,2,-2,2,-0.9,2.7
COc1cccc(/C=C(/CC(=O)Nc2ccc(N3CCOCC3)cc2)c2nc3ccccc3s2)c1,766*,-1.7,-7,-17,-6,-0.6,-7,1,-6,0.9,0.2
CCOc1ccc(N2CSC(=S)N(c3ccc(OCC)cc3)C2)cc1,1,2.7,0,-23,-9,-1.1,-2,-3,-2,-1.7,2.5
COc1ccc(-n2c(CNC(=O)COc3ccccc3)n[nH]c2=S)cc1,2,1.4,-9,0,14,0.5,-3,-6,-1,0.5,0.4
O=C(c1ccccc1Br)N1CCN(c2ccccn2)CC1,-26,2.2,1,6,-1,-0.6,2,0,-4,-2.2,-0.7
COc1ccc(CN(C2CCCC2)S(=O)(=O)c2ccc(-n3cnnn3)cc2)cc1OC,308,1.1,12,-9,-13,0.5,-2,1,2,0.6,-0.5
FC(F)(F)c1nnc(-c2ccccc2)nc1N1CCOCC1,9,1.2,8,5,-8,-2.2,-5,3,-3,0.2,0.7
Cc1cc(CN(C)C(=O)CC2C(=O)NCCN2Cc2c(F)cccc2Cl)on1 (stereo not given),0,1.5,-2,6,18,-0.3,-1,-2,1,-0.6,-1.3
O=C(OCn1nnc2ccccc2c1=O)c1ccc2c(=O)n3c(nc2c1)CCC3,-17,-1.6,-11,-2,-19,0.7,6,5,0,1.9,1.6
Cc1cc(C)n(CC(=O)NC2CCCCC2)n1,7,1.2,9,8,12,-1.9,-4,-5,-1,-0.7,3.5
CCC(C)[C@H](NC(=O)Nc1ccc2c(c1)OCCO2)C(=O)O (stereo not given in full),6,0.9,2,-22,-19,0.5,-3,-1,0,-1.9,3.4
Cc1cc(C(=O)OCC(=O)Nc2cccc(S(=O)(=O)N(C)C)c2)c(C)o1,x,3.7,-2,-2,3,-0.3,6,-6,1,-7.2,1.6
Cc1cc(NS(=O)(=O)c2ccc(Nc3nc(-c4sc(N)nc4C)cs3)cc2)no1,8,x,-1,-7,0,-0.6,-6,0,13,-5.6,3.2
NC(=S)N/N=C1\CCOc2ccc(Cl)cc21,-7,1.9,0,-9,-6,1.5,-3,8,2,0.9,3.3
COc1ccc(S(=O)(=O)N2CCc3ccccc32)cc1C(=O)N1CCOCC1,4,2.7,-12,-10,-9,0.9,10,1,4,3.3,0.4
COc1ccc(-c2ccc(SCC(=O)N3CCN(c4ccccc4)CC3)nn2)cc1,0,1.0,-9,-2,30,-0.2,-2,1,-1,0.3,2.3
Cc1cc([N+](=O)[O-])ccc1NC(=O)Nc1ccccc1F,15,7.1,8,9,10,-0.1,-1,4,-2,-0.8,-1.1
COC(=O)c1ccccc1S(=O)(=O)Nc1ccc2cn[nH]c2c1,-17,1.4,3,-10,21,0.1,-1,6,1,11,-0.4
COc1ccccc1N(C)S(=O)(=O)c1ccc(C(=O)Nc2ncc(C)s2)cc1,-8,-1.8,3,4,4,2.3,-3,-4,-3,-2.2,1.6
C[C@H](CO)N1C[C@H](C)[C@@H](CN(C)S(=O)(=O)c2cn(C)cn2)Oc2c(NS(=O)(=O)c3ccc(F)cc3)cccc2C1=O,13,1.1,-11,-6,12,-1.8,-1,5,-1,0.4,2.2
Cc1ccccc1NC(=O)Cn1cnc2c1c(=O)n(C)c(=O)n2C,-2,1.1,-3,5,x,0.4,-5,x,-2,0.6,3.0
O=C(O)CC1=C(O)C(=O)N(c2ccccc2)C1c1ccc(Cl)cc1 (stereo not given),13,2.3,-6,2,-7,-0.4,-2,2,1,0.3,0.5
CCOC(=O)Cc1csc(NC(=O)/C=C/c2ccccc2Cl)n1,204,-0.7,-1,-3,2,1.0,-8,1,-3,1.7,3.7
O=C(NCCC1=CCCCC1)c1cnc2n(c1=O)CCS2,-9,-1.8,10,-15,-9,-2.2,-7,2,1,0.3,-2.8
Cc1[nH]nc(SCC(=O)Nc2cccc(O)c2)c1[N+](=O)[O-],5,4.2,-9,19*,5,-0.8,1,-2,0,1.8,5.4

(listing goes on)
SMILES,SUMO Mot1 rescue,phage Ecoli inh,PKA-R1A activ,PKA-R2B act,HTR5A inv ctr,E coli growth,Tat transport,HTR5A ag,DAGLB inhibitor,CDK5 p35 inh,AddAB inh
O=C(Oc1cccc(/C=N/Nc2nc(N3CCOCC3)nc(N3CCOCC3)n2)c1)c1ccco1,-2,0.2,4,-9,13,0.5,7,1,1,0.1,2.3
COc1cc(C(=O)Nc2nc(-c3ccc(Cl)cc3)c(C)s2)ccc1OCC(=O)Nc1ccc(F)cc1,-15,3.9,-5,-1,-1,2.1,-8,0,-3,-1.1,4.7
Cc1ccc(C(=O)NC(=S)Nc2ccc(N3CCN(C(=O)c4ccco4)CC3)cc2)cc1,11,2.9,-3,-4,3,1.7,-2,9,3,0.7,1.6
Cc1cc(C(=O)OCC(=O)NCCCN2CCCC2=O)c2ccccc2n1,-3,3.9,11,6,13,3.4,-2,-5,2,-1.1,2.1
CCOc1cc(C)c(S(=O)(=O)NCCCn2ccnc2)cc1C,0,1.9,-4,-5,-3,-2.8,2,1,0,1.8,2.1
Clc1ccc(Oc2cnc3ccccc3n2)cc1,x,5.5,-4,-5,-2,-3.4,-6,-1,-7,-1.7,0.3
C=CCOc1cccc(NC(=O)c2ccccc2SC)c1,0,3.9,-2,-3,2,-1.6,4,-1,-3,-2.3,2.2
Cc1ccc2nc(N3C(=O)C(O)=C(C(=O)c4ccc(C)o4)C3c3ccc(O)cc3)sc2c1 (stereo not given),2,5.8,-6,1,7,0.9,7,-3,9,0.0,0.3
O=C(COc1ccc(Cl)cc1Cl)Nc1c(-c2cccs2)nc2ccccn12,77,-0.9,-18,-6,-9,-2.8,0,3,3,-1.8,-0.2
Cc1ccc(-c2cc(C(=O)N3CC(C)OC(C)C3)c3ccccc3n2)o1 (stereo not given),233,3.4,4,-7,10,0.3,-6,4,-2,2.0,-1.2
Cc1cc(C)cc(NC(=O)N2C3CCCC2CC(NC(=O)C2CC2)C3)c1 (stereo not given),-2,1.8,8,-4,-30,1.6,-4,10,-1,-1.4,2.6
CCOc1ccc(N(CC(=O)NC2CCCCC2)C(=O)CSc2nnc(COc3ccccc3)o2)cc1,308,3.5,-12,-12,10,-0.3,5,1,-2,-0.3,0.6
O=C(Cn1cncc1-c1ccc([N+](=O)[O-])cc1)Nc1cccc2ccccc12,-12,3.1,9,6,-9,-1.5,12,3,0,-0.4,-1.6
COc1cccc(CN(Cc2cccnc2)S(=O)(=O)c2ccc(-n3cnnn3)c(C)c2)c1,-4,0.2,-2,3,19,-2.5,-6,-7,1,0.3,1.3
